Source: PubChem BioAssay (National Center for Advancing Translational Sciences (NCATS))
HTT aggregate – reduces HttQ103-GFP aggregates in PC12 cells | PC12 HttQ103-GFP aggregates, Acumen cytometry, 40 h | Potency, µM (series often up to 46.1 µM), without a hit: at the highest dose activity change, negative = inhibition, most hits filed as inhibitors | 220,000 tested, 1.1% active | AID 1688; further: potency means the concentration at half of the fitted maximal effect; on the % scale 0 is the no-effect control and ±100 the full control effect; nearly all actives have a fitted effect of over 60% in size
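PC12 cells with ecdysone-inducible HTT exon1 Q103-GFP, induced by 100 nM tebufenozide, given compounds in a concentration series. GFP aggregates (1–25 um, 6 SD above background) counted in lysates by laser-scanning cytometry, 488 nm excitation.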
GAA glycogen mod – inhibitors or activators of human alpha-glucosidase glycogen cleavage; P10253; 300,000 tested, 0.38% active; recombinant GAA, glycogen substrate, Amplex Red glucose oxidase fluorescence; Potency, µM (titrated, usually from 76.4 µM), without a hit: top-dose activity change, negative = inhibition, most hits filed as inhibitors;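 further: potency means the concentration at half of the fitted maximal effect; 0% = full enzyme reaction and -100% = no-enzyme basal signal; the screen sought inhibitors and activators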
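Natural-substrate format: glycogen cleavage by 4 nM human enzyme, glucose read by Amplex Red coupling (Ex 573, Em 610 nm). Normalized to enzyme and no-enzyme controls.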
GAA spleen mod – lysosomal alpha-glucosidase (human) modulation. AID 2112. human spleen homogenate, 4-MU-alpha-glucoside fluorescence. Potency, µM (series often up to 79.9 µM), inactives show at the highest dose activity change, negative = inhibition, usual class: inhibitors. P10253. 240,000 tested, 0.006% active;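 further: potency means the concentration at half of the fitted maximal effect; 0% = enzyme with vehicle and -100% = no enzyme basal signal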
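Compounds were titrated against alpha-glucosidase in spleen homogenate at pH 5.0, with 1 mM 4-methylumbelliferyl substrate for 40 min at 37 C. Reactions were quenched with pH 10 NaOH/glycine and fluorescence measured.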
LMNA splice mod – changes lamin A minigene splicing in HeLa cells; HeLa LMNA splicing GFP/RFP minigene ratio, 48 h; Potency, µM (highest dose often 46.1 µM), inactives show at the top dose ratio change, negative = inhibition, actives largely listed as inhibitors; 200,000 tested, 0.01% active; AID 1487; active means well fitted inhibition curve with a large enough effect in the signal ratio, with a control signal flat, not every such curve was filed as active; inconclusive means small, poorly fitted or top-dose-only effect, or effect the other way, or a change in a side signal; the % refers to the signal ratio; further: potency means the concentration at half of the fitted maximal effect; on the % scale 0 is the no-effect control and ±100 the full control effect
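Read-out is the ratio of GFP to DsRed2 object intensity, acquired by 488 nm laser-scanning cytometry on HeLa lamin A-EGFP minigene reporter cells. Compound incubation 48 hrs at 37 °C in Opti-MEM with 2% FBS; DMSO 0.5% final.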
HTT ATP protect – cytoprotection in Huntington HTT-Q103 PC12 cell model. 230,000 tested, 0.14% active. Potency, µM (series often up to 56.4 µM), for the others: cytoprotection (ATP increase), usual class: activators. PC12 HTT-Q103 induced, cytoprotection, ATP luminescence, 40 h;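 further: potency means the concentration at half of the fitted maximal effect; % of control where 0% means no effect; nearly all actives have a fitted effect of over 45% in size; toxic huntingtin expression switched on by the ecdysone agonist tebufenozide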
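Cells were plated at 1500 per well in phenol red-free DMEM with 5% equine and 5% calf serum. Tebufenozide (100 nM final) and compounds were added, then ATPlite reagent, and luminescence was read.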
GAA inh – inhibitors of human lysosomal alpha-glucosidase; Potency, µM (titrated, usually from 76.9 µM), for inactives: top-dose activity change, negative = inhibition, most hits filed as inhibitors; purified human GAA, 4-MU-alpha-glucoside fluorescence; 200,000 tested, 0.005% active;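 further: potency means the concentration at half of the fitted maximal effect; plate controls were uninhibited enzyme wells for no effect and no-enzyme background for full effect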
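Activity normalized between no-enzyme (basal) and enzyme-only wells. Conditions: 4 nM human enzyme, 400 uM fluorogenic substrate, citrate/phosphate pH 5.0 with Tween-20, 20 min room temperature, compounds up to 77 uM.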
CBFb-RUNX1 inh – CBF-beta/RUNX1 interaction disruption | Potency, µM (doses to about 59.8 µM), for the others: at the top dose activity, negative = inhibition, hits mostly inhibitors | Q01196+Q13951 | AlphaScreen CBFb-His/RUNX1-biotin binding, biochemical | 230,000 tested, under 10 active; further: % of control where 0% means no effect
Target sequence (Q01196 whole entry, looked up): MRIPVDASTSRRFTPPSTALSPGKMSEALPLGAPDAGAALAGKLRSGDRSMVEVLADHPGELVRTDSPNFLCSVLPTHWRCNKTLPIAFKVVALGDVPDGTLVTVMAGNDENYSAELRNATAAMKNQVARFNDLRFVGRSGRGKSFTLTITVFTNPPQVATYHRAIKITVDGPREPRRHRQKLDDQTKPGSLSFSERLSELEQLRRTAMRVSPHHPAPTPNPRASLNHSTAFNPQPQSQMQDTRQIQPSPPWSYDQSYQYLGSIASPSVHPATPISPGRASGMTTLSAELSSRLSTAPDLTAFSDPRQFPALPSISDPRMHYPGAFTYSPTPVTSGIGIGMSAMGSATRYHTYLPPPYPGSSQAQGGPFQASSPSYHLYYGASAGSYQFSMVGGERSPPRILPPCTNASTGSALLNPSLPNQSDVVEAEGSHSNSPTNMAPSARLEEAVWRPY
Target sequence (Q13951 whole entry, looked up): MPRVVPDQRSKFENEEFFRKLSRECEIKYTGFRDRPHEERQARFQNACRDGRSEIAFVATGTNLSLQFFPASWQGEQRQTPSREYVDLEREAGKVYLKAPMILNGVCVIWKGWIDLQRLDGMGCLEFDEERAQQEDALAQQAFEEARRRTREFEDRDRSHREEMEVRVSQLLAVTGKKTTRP
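AlphaScreen proximity signal reports loss of binding between His-tagged CBF-beta and biotin-labelled RUNX1, each at 30 nM. Proteins are pre-associated for 20 minutes, compounds added for 15 minutes, then beads for 90 minutes, all at ambient temperature.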
Starred values were filed as active, the others as inactive; [ ] = another dose, or the depositor's remark. Unless noted, the call rests on the fitted dose curve; in most records, active means well fitted curve in the direction sought with a large enough effect; inconclusive means small, poorly fitted or top-dose-only effect, or another doubt; inactive means no such curve, though single readings can be large; an effect the other way counts as inactive or inconclusive.

Screening CC1(C(=O)O)C=CC2(CCCCC2)N1C(=O)c1ccccc1 (stereo not drawn) returned HTT aggregate 12%, GAA glycogen mod 4%, GAA spleen mod -8%, LMNA splice mod -1%, GAA inh 2% and CBFb-RUNX1 inh 0%[2.36 µM].
`O=C(c1coc(=O)c(Br)c1)N1CCOCC1` gave HTT aggregate 4%, GAA glycogen mod 2%, GAA spleen mod -9%, LMNA splice mod -7%, HTT ATP protect 14%[10 µM], GAA inh 6% and CBFb-RUNX1 inh -20%.
Screening COc1ccc(-n2c(Cc3cccn3C)nnc2SCC(=O)NC2CCCC2)cc1 returned HTT aggregate -10%, GAA glycogen mod -18%, GAA spleen mod -1%, LMNA splice mod -7%, HTT ATP protect -7%, GAA inh -3% and CBFb-RUNX1 inh 4%.
`CCCCC(CC)C(=O)NCCc1ccc(S(N)(=O)=O)cc1` (stereo not drawn) gave HTT aggregate 2%, GAA glycogen mod 11%, GAA spleen mod -3%, LMNA splice mod 3%, HTT ATP protect -9%, GAA inh -4% and CBFb-RUNX1 inh 5%.
`O=C1c2nccnc2C(=O)N1c1ccc(F)cc1` gave HTT aggregate -7%, GAA glycogen mod 6%, LMNA splice mod inconclusive, HTT ATP protect 0%[10 µM], GAA inh 2% and CBFb-RUNX1 inh -14%.
Screening CCC(C(=O)Nc1cccc(C(=O)O)c1C)c1ccccc1 (stereo not drawn) returned HTT aggregate 2%, GAA glycogen mod 1%, GAA spleen mod 7%, LMNA splice mod -4%[46 µM], HTT ATP protect inconclusive, GAA inh -3% and CBFb-RUNX1 inh 11%.
`COc1ccccc1CNC(=O)CSc1ccccc1` gave HTT aggregate 15%, GAA glycogen mod -9%, GAA spleen mod -10%, LMNA splice mod -4%[46 µM], HTT ATP protect -51%[inhibitor], GAA inh 6% and CBFb-RUNX1 inh 8%.
Cc1cc(OCC(=O)NCCO)ccc1Cl was read as HTT aggregate 4%, GAA glycogen mod 5%, GAA spleen mod 4%, LMNA splice mod -6%, HTT ATP protect 9%[10 µM], GAA inh 3% and CBFb-RUNX1 inh -4%.
COC(=O)C1(O)CC(CC(C)C)=NN1C(=O)c1ccccc1 (stereo not drawn) was read as HTT aggregate 18%, GAA glycogen mod inconclusive, GAA spleen mod -7%, LMNA splice mod 1%, HTT ATP protect 8%[10 µM], GAA inh -18% and CBFb-RUNX1 inh 13%.
Screening CC(C)(C)OC(=O)N1CCC[C@H]1C(=O)NCC1CCC(C(=O)O)CC1 (stereo partly drawn) returned HTT aggregate -20%, GAA glycogen mod 7%, GAA spleen mod -15%, LMNA splice mod 8%, HTT ATP protect -14%, GAA inh -2% and CBFb-RUNX1 inh 4%.
For O=C(NCCc1ccccc1)C(=O)NCC(c1ccco1)N1CCOCC1 (stereo not drawn) the results were HTT aggregate -23%, GAA glycogen mod 8%, LMNA splice mod 18%[46 µM], HTT ATP protect 5%, GAA inh -2% and CBFb-RUNX1 inh 13%.
`COc1cc(C(=O)OCC(=O)NCc2ccc(F)cc2)cc(NC(=O)c2cccs2)c1OC` gave HTT aggregate inconclusive, GAA glycogen mod 12%, GAA spleen mod 5%, LMNA splice mod inconclusive, HTT ATP protect 21%[10 µM], GAA inh 10% and CBFb-RUNX1 inh -3%.

Retrieved by compound from the list above, 3 records:
Screening COc1ccc(-n2c(Cc3cccn3C)nnc2SCC(=O)NC2CCCC2)cc1 returned HTT aggregate -10%, GAA glycogen mod -18%, GAA spleen mod -1%, LMNA splice mod -7%, HTT ATP protect -7%, GAA inh -3% and CBFb-RUNX1 inh 4%.
For O=C(NCCc1ccccc1)C(=O)NCC(c1ccco1)N1CCOCC1 (stereo not drawn) the results were HTT aggregate -23%, GAA glycogen mod 8%, LMNA splice mod 18%[46 µM], HTT ATP protect 5%, GAA inh -2% and CBFb-RUNX1 inh 13%.
`COc1ccccc1CNC(=O)CSc1ccccc1` gave HTT aggregate 15%, GAA glycogen mod -9%, GAA spleen mod -10%, LMNA splice mod -4%[46 µM], HTT ATP protect -51%[inhibitor], GAA inh 6% and CBFb-RUNX1 inh 8%.

(list continues)
C=C(c1ccc(OC)cc1)c1ccc(OC)cc1 was read as HTT aggregate 12%, GAA glycogen mod -5%, GAA spleen mod 2%, LMNA splice mod -12%, HTT ATP protect -17%, GAA inh -7% and CBFb-RUNX1 inh 4%.
`COc1cc(C2SCC(=O)N2c2c(C)n(C)n(-c3ccccc3)c2=O)ccc1O` (stereo not drawn) gave HTT aggregate 16%[9.22 µM], GAA glycogen mod -7%, GAA spleen mod 3%, HTT ATP protect 17%[10 µM] and CBFb-RUNX1 inh -2%.
Screening O=C(CSc1ncn[nH]1)NCCOc1ccccc1 returned HTT aggregate -12%, GAA glycogen mod 8%, GAA spleen mod -6%, LMNA splice mod 13%, HTT ATP protect 7%, GAA inh 6% and CBFb-RUNX1 inh 3%.
For CN(C)S(=O)(=O)c1cccc(-c2nn(-c3ccccc3)cc2/C=C(/C#N)C(=O)NCc2ccco2)c1 the results were HTT aggregate 19%, GAA glycogen mod 6%, GAA spleen mod -8%, LMNA splice mod -5%, HTT ATP protect -22%[10 µM], GAA inh 5% and CBFb-RUNX1 inh -8%.
For C[C@H](NC(=O)OC(C)(C)C)C(=O)N/N=C/C1=Cc2ccccc2OC1 the results were HTT aggregate -5%[9.22 µM], GAA glycogen mod 3%, GAA spleen mod -2%, HTT ATP protect -3%[10 µM] and CBFb-RUNX1 inh -4%.
`Cc1ccc2c(Cl)c(C(=O)Nc3nn[nH]n3)sc2c1` gave HTT aggregate -15%, GAA glycogen mod 8%, GAA spleen mod -1%, HTT ATP protect -16%, GAA inh 4% and CBFb-RUNX1 inh -2%.
`Cc1ccnc(NC(=O)COc2c(C)cc(C)cc2[N+](=O)[O-])c1` gave HTT aggregate -1%, GAA glycogen mod 5%, GAA spleen mod -1%, LMNA splice mod inconclusive, GAA inh -5% and CBFb-RUNX1 inh -9%.
Cc1cc(C)cc(NC(=O)C2(c3cccs3)CCOCC2)c1 was read as HTT aggregate -5%, GAA glycogen mod 3%, GAA spleen mod 9%, LMNA splice mod 8%[46 µM], HTT ATP protect 6%[10 µM], GAA inh 8% and CBFb-RUNX1 inh 2%.
Screening CN=C(Nc1cc(C)nn1CCC#N)c1ccccc1 returned HTT aggregate -5%, GAA glycogen mod 17%, GAA spleen mod -1%, LMNA splice mod 7%, HTT ATP protect -15%, GAA inh -3% and CBFb-RUNX1 inh -4%.
`CC1(C)Cc2cccc(OCC(O)CNCc3ccccn3)c2O1` (stereo not drawn) gave HTT aggregate -12%, GAA glycogen mod -1%, GAA spleen mod 1%, LMNA splice mod 7%, HTT ATP protect 2%[10 µM], GAA inh -4% and CBFb-RUNX1 inh -22%.
`C=CCn1c(SCC(=O)Nc2nc(C)cs2)nnc1C(C)NC(=O)c1ccccc1Cl` (stereo not drawn) gave HTT aggregate -13%, GAA glycogen mod 11%, GAA spleen mod -6%, LMNA splice mod -2%, HTT ATP protect -1%[1.9 µM], GAA inh inconclusive and CBFb-RUNX1 inh 2%.
For COc1cc2c(cc1NC(=O)C(C)N1CCN(S(=O)(=O)c3ccccc3[N+](=O)[O-])CC1)oc1ccccc12 (stereo not drawn) the results were HTT aggregate 5%[1.84 µM], GAA glycogen mod 1%, GAA spleen mod 0%, LMNA splice mod 13%, HTT ATP protect -2%, GAA inh -9% and CBFb-RUNX1 inh 11%.
For Cc1cccn2cc(COc3cccc([N+](=O)[O-])c3)nc12 the results were HTT aggregate 4%[9.22 µM], GAA glycogen mod -9%, GAA spleen mod -2%, LMNA splice mod inconclusive, HTT ATP protect 10%[10 µM], GAA inh -9% and CBFb-RUNX1 inh 6%.
For CN(C)S(=O)(=O)c1ccc2oc(SCC(=O)NCC(F)(F)F)nc2c1 the results were HTT aggregate -17%[9.22 µM], GAA glycogen mod inconclusive, GAA spleen mod 15%, LMNA splice mod 1%, HTT ATP protect 21%, GAA inh -16% and CBFb-RUNX1 inh -19%.
For CCCCn1c(NS(=O)(=O)c2ccc(C)cc2)c(S(=O)(=O)c2ccccc2)c2nc3ccccc3nc21 the results were HTT aggregate 10%, GAA glycogen mod -9%, GAA spleen mod 1%, LMNA splice mod -1%, HTT ATP protect -13%[10 µM], GAA inh inconclusive and CBFb-RUNX1 inh 2%.
O=C(O)c1ccc(N/N=C/c2cn(Cc3ccc(F)cc3)c3ccccc23)cc1 was read as HTT aggregate 0%[9.22 µM], GAA glycogen mod inconclusive, GAA spleen mod 2%, HTT ATP protect -15%[10 µM] and CBFb-RUNX1 inh -12%.
CCCSC1=C(C#N)C(c2ccccc2C)C(C(=O)OC)C(=O)N1 (stereo not drawn) was read as HTT aggregate -19%, GAA glycogen mod inconclusive, GAA spleen mod 5%, LMNA splice mod 1%, HTT ATP protect -7%[10 µM], GAA inh 9% and CBFb-RUNX1 inh 4%.
`COc1ccc(S(=O)(=O)N2CCN(C(=O)c3c(C)nn(-c4ccccc4)c3Cl)CC2)cc1` gave HTT aggregate 0%, GAA glycogen mod -6%, GAA spleen mod -8%, LMNA splice mod inconclusive, HTT ATP protect 9%[10 µM], GAA inh -11% and CBFb-RUNX1 inh 0%.
`CC12CCC(C(=O)NCc3ccccc3)(OC1=O)C2(C)C` (stereo not drawn) gave HTT aggregate 4%, GAA glycogen mod 16%, GAA spleen mod 1%, LMNA splice mod 2%, HTT ATP protect -4%, GAA inh 2% and CBFb-RUNX1 inh 11%.
For O=C(COC(=O)c1cc(=O)[nH]c2ccccc12)NC1CCCCCCC1 the results were HTT aggregate 26%, GAA glycogen mod -2%, GAA spleen mod 4%, HTT ATP protect -24%, GAA inh 5% and CBFb-RUNX1 inh -5%.
Screening O=C(CN1CCCCC1)NN(Cc1ccccc1)c1ccccc1 returned HTT aggregate -8%[9.22 µM], GAA glycogen mod -11%, GAA spleen mod -3%, LMNA splice mod inconclusive, HTT ATP protect -6%[10 µM], GAA inh -11% and CBFb-RUNX1 inh 2%.
Screening Cc1ccnc(SCc2cn3c(C)cccc3n2)n1 returned HTT aggregate -17%, GAA glycogen mod 13%, GAA spleen mod 4%, HTT ATP protect -4%[10 µM], GAA inh -18% and CBFb-RUNX1 inh -2%.
For Cc1ccc(C(CC(=O)N2CCCC2)c2ccccc2)c(O)c1C (stereo not drawn) the results were HTT aggregate 2%, GAA glycogen mod inconclusive, GAA spleen mod -1%, LMNA splice mod 1%, HTT ATP protect 14%[10 µM], GAA inh -9% and CBFb-RUNX1 inh 2%.
